High-throughput results: PubChem BioAssay, NMMLSC
T cell HTS: T cell immune modulators affecting CD8 T cell-vesicle binding; 2C CD8+ T cell-vesicle binding, flow cytometry; stronger effect = lower value; calls only at 7 µM; 330,000 compounds, 0.068% hits;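 active = response, share of CD8 T cells binding vesicles, and their 90th percentile fluorescence all below set limits, cut at about 80% in these data, passing the limit was not always enough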
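material = purified 2C TCR transgenic mouse naive CD8+ T cells | controls = Unloaded micro-vesicles (low), QL9 vesicles with 0.7% DMSO (high) | detection = cytometric PE anti-B7-1 and Alexa647 anti-CD8 signals after 1% paraformaldehyde fixation | incubation = binding step 1.5 h, 37 °C, antibody labelling 20 min, ice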
T cell HTS vesicle-bound %: also measured in T cell HTS; calls as there; double positive events, %; measured here: CD8+ vesicle-bound cell fraction;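 binding gate set so that unloaded-vesicle control wells show 10% double positive cells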
Active calls of the source: *; i = inactive.

SMILES	T cell HTS	T cell HTS vesicle-bound %
O=C(COC(=O)c1cc(=O)[nH]c2ccccc12)NCc1ccc(F)cc1	i	40.9
CCOc1ccc(S(=O)(=O)NCCC(=O)NCc2cccnc2)cc1	i	59.1
COc1cc(C(=O)NCC(c2cccs2)N2CCOCC2)cc(Br)c1OCc1ccccc1 (stereo unspecified)	i	44.6
Cc1c(C(=O)CN2CCCC(C)(C)C2)c2ccccc2n1C	i	59.9
C=CCN1CCN(C(=O)CSc2ccccc2)CC1	i	52.0
C/C(=N\NC(=O)c1nnn(-c2nonc2N)c1CSc1ccccc1)c1ccc2c(c1)OCO2	i	17.1
CCOC(=O)c1[nH]cnc1C(=O)N[C@@H](C)c1ccccc1	i	38.2
CCOc1ccc(C(=O)OCC(=O)NCC2CCCO2)cc1 (stereo unspecified)	i	36.8
COc1ccc(CC(=O)Nc2ccc(S(=O)(=O)N3CCOCC3)cc2)cc1	i	29.5
NC(=O)c1cc(S(=O)(=O)N2CCCC2)ccc1OCc1ccc(F)cc1	i	35.3
CCC1CCCCN1CCCNC(=O)c1ccc2c(c1)c(C)c(C)n2C (stereo unspecified)	i	3.6
O=C(Nc1ccncc1)c1cc(S(=O)(=O)N2CCCCC2)ccc1Cl	i	16.5

Quoted from the results shown (three entries):
SMILES	T cell HTS	T cell HTS vesicle-bound %
NC(=O)c1cc(S(=O)(=O)N2CCCC2)ccc1OCc1ccc(F)cc1	i	35.3
CCC1CCCCN1CCCNC(=O)c1ccc2c(c1)c(C)c(C)n2C (stereo unspecified)	i	3.6
O=C(Nc1ccncc1)c1cc(S(=O)(=O)N2CCCCC2)ccc1Cl	i	16.5

(listing goes on)
SMILES	T cell HTS	T cell HTS vesicle-bound %
CCCCOC(=O)NS(=O)(=O)c1sc(CC(C)C)cc1-c1ccc(Cn2c(CC)nc3c(C)cc(C)nc32)cc1	i	16.0
CC1CC(C)CN(C(=O)COC(=O)c2ccc3ccccc3n2)C1 (stereo unspecified)	i	41.3
CCc1noc(C)c1C(=O)Nc1nc(-c2ccc(OC)c(OC)c2)cs1	i	38.1
COCc1c(C(=O)N2CCN(S(=O)(=O)c3ccccc3Cl)CC2)oc2ccccc12	i	35.3
CCN(CC)CCOC(=O)c1ccc(NC(=O)CCCN2C(=O)S/C(=C/c3ccc(OC)cc3)C2=S)cc1	i	35.0
Cc1ccnc(NC(=O)CNC(=O)c2ccc3ccccc3c2)c1	i	31.1
COc1ccc(OC)c(-c2nn(-c3ccccc3)cc2C(=O)NCC(c2cccs2)N2CCOCC2)c1 (stereo unspecified)	i	24.9
COc1ccc(C(=O)CC2(C(=O)O)CCCCC2)cc1	i	53.9
CCCc1cc(=O)[nH]c(SCCc2ccccc2)n1	i	50.9
O=C(NC1CCCC1)C(c1ccccc1)N(Cc1ccccc1)C(=O)c1csnn1 (stereo unspecified)	i	12.9
CCOc1ccc(NC(=O)CSc2nccn(-c3ccc4c(c3)OCCO4)c2=O)cc1	i	31.2
CCCC(=O)NC(c1ccc(Cl)cc1)c1ccc2cccnc2c1O (stereo unspecified)	i	69.2
C#Cc1cccc(C(=O)N2CCCC(C(=O)c3ccc(OC)cc3C)C2)c1 (stereo unspecified)	i	44.2
CC(OC(=O)/C=C/c1ccc2ccccc2n1)C(=O)N(C)c1ccccc1 (stereo unspecified)	i	40.3
COc1ccc([C@H](OC)[C@@]2(Cc3ccc(O)cc3)N=C(N)N(C)C2=O)cc1	i	25.9
COC(=O)[C@@H](NC(=O)c1ccc2c(c1)S(=O)(=O)c1ccccc1C2=O)C(C)C	i	10.3
O=C1NC(=O)/C(=C/c2ccc(-c3cccc([N+](=O)[O-])c3)o2)S1	i	55.1
CCOCCn1c(=NC(=O)CSCC(=O)Nc2cc(C)on2)sc2cc(OC)ccc21	i	72.0
O=C(COc1ccccc1)Nc1ccccc1C(=O)NC1CC1	i	19.7
COc1ccc(C2Nc3ccccc3C(=O)N2Cc2ccccc2)cc1OC (stereo unspecified)	i	37.1
CN(C)C(=O)COC(=O)c1cccc(S(=O)(=O)Nc2ccc(OCc3ccccc3)cc2)c1	i	22.9
Cc1ccc(N2CC(C(=O)NCCN3CCOCC3)CC2=O)cc1 (stereo unspecified)	i	7.6
COc1cccc(-n2cc(-c3ccc(F)cc3)[nH]c2=S)c1	i	19.3
O=C(NCc1ccc(F)cc1)C1CCCN(c2cnccn2)C1 (stereo unspecified)	i	3.8
Cc1ccc(C(=O)NCC(=O)OC(C)C(=O)NC2CCCCC2C)cc1C (stereo unspecified)	i	33.2
Cc1ccc(Cc2nnc(SCC(=O)Nc3ccccc3Cl)[nH]c2=O)cc1	i	56.7
CC1CCN(C(=O)c2ccc3c(c2)NC(=O)CN3)CC1	i	10.3
O=S(=O)(Nc1cccnc1)c1ccc(F)cc1	i	53.6
COc1ccc(OC)c(N=Cc2c(O)c3ccccc3oc2=O)c1	i	62.6
COc1ccc(N(CC(=O)Nc2cccnc2)S(=O)(=O)c2ccccc2)cc1Cl	i	18.1
CN(CCOc1ccc(Cl)cc1)C(=O)C1CCN(C(=O)c2ccc(F)cc2)CC1	i	33.2
O=C(NCCc1ccccn1)c1nc(Cn2cc([N+](=O)[O-])cn2)no1	i	27.5
COc1ccc2[nH]c(C(=O)NCCCn3ccnc3)cc2c1	i	12.1
NC(=O)c1nsc(C(=O)N(Cc2cccnc2)C(C(=O)NC2CCCCC2)c2ccc(F)cc2)c1N (stereo unspecified)	i	4.8
COCCCNC(=O)/C(C#N)=C/c1c(N2CCN(c3ccccc3)CC2)nc2c(C)cccn2c1=O	i	31.6
CC1CCC(NC(=O)C2CCC(CNS(=O)(=O)c3ccccc3)CC2)CC1 (stereo unspecified)	i	49.0
CCN(CC(=O)NCc1cccs1)C(=O)c1ccc(S(=O)(=O)Nc2ccccc2C)cc1	i	43.1
CC(C)(C)C(=O)/C(=C/c1ccc(Cl)cc1)n1cncn1	i	27.5
COCCCNc1nc2c(c(=O)n(Cc3ccc(Cl)cc3)c(=O)n2C)n1C	i	55.1
COc1ccc(S(=O)(=O)Cc2ccc(C(=O)NCc3ccccc3OC)o2)cc1	i	17.0
Cc1nc(C)c(C(=O)N2CCCC(C(=O)c3cc(F)ccc3F)C2)s1 (stereo unspecified)	i	64.8
O=C(Cn1c(C(=O)O)cc2ccccc21)c1ccccc1	i	32.1
CC1CCC2(CC1)NC(=O)N(CC(=O)Nc1ccc(F)cc1)C2=O (stereo unspecified)	i	32.0
NS(=O)(=O)c1cccc(NC(=O)Cn2nc(C(=O)O)c3ccccc3c2=O)c1	i	30.4
CCc1nn2c(=O)cc(CSCC(=O)Nc3ccccc3F)nc2s1	i	10.8
CN(C)c1ccc(/C=C2\Oc3ccc(C#Cc4cccc(N)c4)cc3C2=O)cc1	i	10.1
CC(C)(C)c1ccc(C(=O)NN2CCOCC2)cc1	i	54.5
Cc1ccccc1-c1nnc(CN2CCC(C)CC2)o1	i	34.5
COc1ccc(C(=O)OCC(=O)NC(C)CCc2ccccc2)cc1 (stereo unspecified)	i	20.5
COC(=O)c1cc(S(=O)(=O)NCC2CCN(Cc3ccc(C)cc3)CC2)c[nH]1	i	27.6
CN(C)S(=O)(=O)N1CCC(Oc2cccc(C(=O)N3CCCCCC3)c2)CC1	i	11.2
O=C(CNC(=O)c1cccc(Br)c1)N/N=C/c1cccnc1	i	1.0
O=C(NNC(=O)C1CCCC1)c1cc([N+](=O)[O-])cc([N+](=O)[O-])c1	i	45.9
O=c1ccc2cc(S(=O)(=O)NCc3ccccc3)ccc2[nH]1	i	43.2
CCCOc1ccc(-c2nc(SCc3ccccc3)[nH]c(=O)c2C#N)cc1OC	i	15.1
COc1cc(OC)cc(-c2nnc(NC(=O)c3ccc4c(c3)OCCO4)o2)c1	i	14.0
COC(=O)c1cc2ccccc2n1Cc1ccc(Cl)nc1	i	18.0
CC(=O)c1cccc(NC(=O)N2CCC(NC(=O)C3CCCCC3)CC2)c1	i	21.5
CN(C)C(=O)c1cccc(-c2csc(N3CCC(C(N)=O)CC3)n2)c1	i	18.1
Cc1cc(C)c(S(=O)(=O)N2CCCCC2CCNC(=O)C(=O)NCc2ccco2)c(C)c1 (stereo unspecified)	i	58.4
Going on with the list:
SMILES	T cell HTS	T cell HTS vesicle-bound %
Cc1c(NCc2cccnc2)cccc1C(=O)O	i	56.1
COc1cc(NC(=O)Cn2cnc3c(OCc4ccccc4)ncnc32)cc(OC)c1OC	i	8.9
CC(=O)N1CCOc2ccc(S(=O)(=O)NCC3CCC(C(=O)Nc4ncccc4C)CC3)cc21 (stereo unspecified)	i	31.5
O=C(COc1ccccc1)NCC1COc2ccccc2O1 (stereo unspecified)	i	55.6
Cc1ccc(S(=O)(=O)N2CCn3cccc3C2C)cc1 (stereo unspecified)	i	40.2
COc1cc(C2C(C(=O)c3ccc(C)o3)=C(O)C(=O)N2c2cc(C)on2)ccc1OCc1ccccc1 (stereo unspecified)	i	23.9
Cc1ccc(CNC(=O)c2cnc3ccccc3n2)cc1	i	32.4
CC(Cc1ccc(Cl)cc1)N1CCC(n2nccc2NC(=O)C2CCCC2)CC1 (stereo unspecified)	i	9.9
Cc1ccc(C(=O)N2CCCC(Nc3ccc(F)c(F)c3)C2)cn1 (stereo unspecified)	i	66.2
CCC(Sc1nc2ncccc2[nH]1)C(=O)NCCc1ccccc1 (stereo unspecified)	i	42.0
O=S(=O)(Nc1cccc(S(=O)(=O)N2CCCC2)c1)c1ccc(Cl)s1	i	10.2
CCc1ccccc1NC(=O)C/C(C)=N/NC(=O)COc1ccccc1C	i	16.6

Ordered by SMILES length (ascending): some entries from above.
SMILES	T cell HTS	T cell HTS vesicle-bound %
O=C(COc1ccccc1)NCC1COc2ccccc2O1 (stereo unspecified)	i	55.6
Cc1ccc(CNC(=O)c2cnc3ccccc3n2)cc1	i	32.4
COc1cc(C2C(C(=O)c3ccc(C)o3)=C(O)C(=O)N2c2cc(C)on2)ccc1OCc1ccccc1 (stereo unspecified)	i	23.9

Next section
SMILES	T cell HTS	T cell HTS vesicle-bound %
O=S(=O)(NCC1(N2CCOCC2)CCCCC1)c1ccccc1Cl	i	57.7
CN1C(=O)Cc2cc(S(=O)(=O)N3CCN(c4cccc(Cl)c4)CC3)ccc21	i	53.8
CCOC(=O)C1CCCN(C(=O)CSc2nnc3nc(C)cc(C)n23)C1 (stereo unspecified)	i	41.8
O=C(CN1C(=O)NC2(CCCCC2)C1=O)Nc1ccc(Cl)c(S(=O)(=O)N2CCOCC2)c1	i	15.5
Fc1ccc(/C=N/N2CCN(Cc3ccccc3)CC2)cc1	i	10.6
COCCNC(=O)C(c1ccc(O)cc1)N(Cc1ccccc1)C(=O)CCC(=O)Nc1nccs1 (stereo unspecified)	i	11.8
O=C(NCc1cccc(Cl)c1)c1ccc(CS(=O)Cc2ccccc2Cl)o1 (stereo unspecified)	i	16.3
CCN1C(=O)c2cccc3c(S(=O)(=O)Nc4ccccc4O)ccc1c23	i	26.6
COCCC(=O)N1CCCC(N2CCN(c3ccc(F)cc3)CC2)C1 (stereo unspecified)	i	63.8
O=C(CCn1nc(-c2ccccc2)ccc1=O)N1CCN(c2ccccc2)CC1	i	64.6
Cc1cccc(C(=O)Nc2cc(S(=O)(=O)N3CCOCC3)ccc2N2CCCCC2)c1	i	43.4
CC(=O)Nc1ccc(NC(=O)C(=O)NCC(c2ccco2)N2CCc3ccccc3C2)cc1 (stereo unspecified)	i	60.9

One compound at a time, from the list above:
Cc1cccc(C(=O)Nc2cc(S(=O)(=O)N3CCOCC3)ccc2N2CCCCC2)c1 reads T cell HTS = i; T cell HTS vesicle-bound % = 43.4
O=S(=O)(NCC1(N2CCOCC2)CCCCC1)c1ccccc1Cl reads T cell HTS = i; T cell HTS vesicle-bound % = 57.7
O=C(NCc1cccc(Cl)c1)c1ccc(CS(=O)Cc2ccccc2Cl)o1 (stereo unspecified) reads T cell HTS = i; T cell HTS vesicle-bound % = 16.3

Next section.
SMILES	T cell HTS	T cell HTS vesicle-bound %
Cc1cc(C)c(S(=O)(=O)N2CCN(C(=O)N3CCOCC3)CC2)c(C)c1	i	41.0
CN(Cc1ccccc1)C(=O)CN1C(=O)NC2(CCCCCCC2)C1=O	i	57.6
COc1ccc(N2CCN(c3ncnc4scc(-c5ccc(F)cc5)c34)CC2)cc1	i	18.7
CN(C)c1ccc(CNS(=O)(=O)c2csc(C(N)=O)c2)cc1	i	31.3
COc1cc(/C=N/NC(=O)C(=O)N2CCCCCC2)ccc1O	i	33.7
Fc1ccc(CNC(=S)Nc2ccccc2F)cc1	i	37.8
O=C(N/N=C\c1ccc[nH]1)c1cncc(Br)c1	i	10.7
O=C(Cc1ccc(Cl)cc1Cl)Nc1ccncc1	i	6.2
Cc1c(C)c2c(OCC(=O)NCC(C)C)cc3c(c2oc1=O)CCC(C)(C)O3	i	19.3
CCN(C(=O)COC(=O)CN1C(=O)c2ccccc2C1=O)c1ccccc1	i	40.0
COc1ccc(C(=O)O/N=C(\N)c2ccc(Cl)cc2)cc1	i	6.1
COc1cccc(CNS(=O)(=O)c2cc3c(cc2C)NC(=O)CO3)c1	i	12.6
Cc1ccccc1NS(=O)(=O)c1nnc(NC(=O)CC(C)C)s1	i	13.0
COc1cccc(OC)c1C(=O)Nc1cccc2c1CCCC2	i	52.7
O=C(NCCc1ccccc1)c1cc(S(=O)(=O)N2CCCC2)ccc1F	i	25.1
CCC(C)(C)NC(=O)C(c1cccc(OC)c1OC)N(C(=O)CCC(=O)Nc1cc(C)on1)C(C)C (stereo unspecified)	i	54.8
O=C(NC1CCS(=O)(=O)C1)c1ccc2c(c1)OCO2 (stereo unspecified)	i	38.2
COc1ccccc1C1c2ccc3ccccc3c2Oc2ncn(CCN(C)C)c(=N)c21 (stereo unspecified)	i	23.5
CN(C)CCN1C(=O)C(=O)/C(=C(/O)c2ccc(S(=O)(=O)N3CCOCC3)cc2)C1c1ccc(Br)cc1 (stereo unspecified)	i	6.3
Cc1cccc2c(=O)oc(-c3ccccc3Cl)nc12	i	61.5
O=C1[C@@H]2Cc3c([nH]c4ccccc34)CN2C(=O)CN1CCO	i	46.2

The list is partial. The share of hits here may be higher or lower than overall.
